# Screens (PubChem)
# p97 ATPase inh: human p97 ATPase inhibition; P55072; recombinant p97 ATPase, Kinase-Glo ATP luminescence, 3 h; inhibition, % at 8 µM; 220,000 compounds, 0.42% hits; AID 1481; in the data active = inhibition above about 15%;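 also: 0% = DMSO vehicle and 100% = wells lacking enzyme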
# PGE2 EP2 inh: inhibitors of human EP2 prostaglandin E2 receptor; C6 glioma cells expressing human EP2, cAMP TR-FRET; cells stimulated with saturating PGE2; inhibition, % at 25 µM; 260,000 compounds, 0.52% hits;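 active = percent inhibition above 40 after rounding to a whole number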;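 also: rat C6 glioma host cells with rolipram phosphodiesterase inhibitor present; the protocol text gives 20 µM as final concentration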
# Target sequence (P43116 whole entry, looked up): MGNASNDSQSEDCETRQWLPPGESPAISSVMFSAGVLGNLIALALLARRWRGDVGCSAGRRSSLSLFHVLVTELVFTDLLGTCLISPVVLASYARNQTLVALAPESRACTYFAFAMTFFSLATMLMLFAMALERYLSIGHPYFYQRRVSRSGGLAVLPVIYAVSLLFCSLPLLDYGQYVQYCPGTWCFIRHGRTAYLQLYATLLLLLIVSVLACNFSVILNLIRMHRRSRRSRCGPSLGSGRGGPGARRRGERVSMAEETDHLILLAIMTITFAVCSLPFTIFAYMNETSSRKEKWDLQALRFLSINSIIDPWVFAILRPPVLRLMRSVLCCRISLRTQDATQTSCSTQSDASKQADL
# BaF3 tox: counter-screen for JAK2V617F inhibitors: parental Ba/F3 viability inhibitors; CellTiter-Glo ATP luminescence; inhibition, % at 5.6 µM; 220,000 compounds, 1.1% hits; AID 1486;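 active = inhibition above a per-campaign cutoff, the mean inhibition of all tested compounds plus 3 SD, cut at about 27% in these data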;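 also: 0% = DMSO wells and 100% = JAK Inhibitor I control wells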
# Furin inhibitor: human furin inhibition | P09958 | 220,000 compounds, 0.061% hits | purified furin, fluorogenic substrate cleavage | inhibition, % at 30 µM; in the data active = inhibition above about 25%; also: inactives centre near -15
# PPC-1+TRAIL kill: compounds killing PPC-1 cancer cells with TRAIL present (potentiator screen, no TRAIL-free arm) | PPC-1 cells + TRAIL, ATPLite viability luminescence | cell killing (% activity), % at 4 µM | 220,000 compounds, 0.41% hits;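 active = cell killing above 50% in the first pass at 4 µM, then a duplicate retest at 5 µM averaging 50% or more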;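 also: plate controls were cells with TRAIL plus DMSO for no effect and medium-only wells lacking cells for full effect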
# Ba/F3 V617F tox: loss of viability in JAK2V617F-driven Ba/F3 cells. 220,000 compounds, 1.1% hits. AID 1446. Ba/F3 EpoR-JAK2V617F viability, ATP luminescence. inhibition, % at 5.6 µM;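 active = inhibition above the campaign mean plus 3 SD over all tested compounds, cut at about 24% in these data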;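 also: cytokine-independent growth of Ba/F3 cells driven by EpoR plus mutant JAK2; 0% = DMSO-treated cells and 100% = JAK inhibitor I control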
# Tb hexokinase: T. brucei hexokinase 1 inhibition | 220,000 compounds, 0.11% hits | recombinant TbHK1, G6PDH-coupled NADH A340 | inhibition, % at 10 µM;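 active = inhibition of 50% or more in the single-dose primary screen; inactive = inhibition below 50%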
# RBBP9 inh: human RBBP9 hydrolase inhibition. recombinant RBBP9, FP-Rh probe fluorescence polarization. inhibition, % at 7.94 µM. 220,000 compounds, 0.2% hits. O75884;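 active = inhibition above the campaign mean of all tested compounds plus 3 SD, cut at about 14% in these data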;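 also: plate controls were DMSO wells with RBBP9 for no effect and wells lacking RBBP9 protein for full effect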
# Target sequence (O75884 whole entry, looked up): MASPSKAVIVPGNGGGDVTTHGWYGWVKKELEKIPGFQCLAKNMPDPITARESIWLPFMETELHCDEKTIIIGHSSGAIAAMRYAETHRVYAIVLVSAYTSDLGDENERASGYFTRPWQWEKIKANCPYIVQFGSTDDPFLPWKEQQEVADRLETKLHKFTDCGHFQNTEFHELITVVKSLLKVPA
#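 Measured by: FP readout at 525/598 nm; material: recombinant human RBBP9; also added: Serine-hydrolase probe FP-Rh, 375 nM pre-mixing; medium: Tris buffer pH 8.0, NaCl, Pluronic; replication: one well per compound; doses: one concentration, 7.94 µM nominal, 0.794% DMSO; timing: preincubation 30 min plus labeling 45 min at 25 °C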
# p47phox inh: p47phox (human) inhibition | inhibition, % at 24.7 µM | P14598 | p47phox/p22phox peptide binding, fluorescence polarization, 2 h | 220,000 compounds, 0.53% hits;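 active = inhibition above about 30%, limit read from the data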;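 also: 0% = p47phox with labelled peptide and 100% = labelled peptide alone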
# Target sequence (P14598 whole entry, looked up): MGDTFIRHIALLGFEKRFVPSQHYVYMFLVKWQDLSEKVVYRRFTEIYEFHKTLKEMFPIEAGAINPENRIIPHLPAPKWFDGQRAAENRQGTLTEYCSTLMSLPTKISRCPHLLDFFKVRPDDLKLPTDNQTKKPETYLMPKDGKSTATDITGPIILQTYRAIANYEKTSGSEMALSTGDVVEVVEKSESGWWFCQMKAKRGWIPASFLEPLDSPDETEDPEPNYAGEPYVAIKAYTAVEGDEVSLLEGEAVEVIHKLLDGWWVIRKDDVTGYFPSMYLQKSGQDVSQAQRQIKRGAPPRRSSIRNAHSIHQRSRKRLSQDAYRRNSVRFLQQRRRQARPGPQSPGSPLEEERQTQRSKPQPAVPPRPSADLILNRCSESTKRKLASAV
# * marks the source's active call; other numbers are inactive results; nt = no result given; & = joins results of further samples; [ ] = remark or other dose. Only part of the results is shown; rates above refer to the full screens.
SMILES,p97 ATPase inh,PGE2 EP2 inh,BaF3 tox,Furin inhibitor,PPC-1+TRAIL kill,Ba/F3 V617F tox,Tb hexokinase,RBBP9 inh,p47phox inh
CC1=C(C(=O)N(C)CCC#N)C2(CCCCC2)OC1=O,8,14,8,-3,20,-3,-6,-4,-11
Cc1cc(CNCc2c(C(=O)N3CCCCCCC3)nc3ccc(Cl)cn23)nn1C,8,12,2,-30,2,-4,0,0,2
N#Cc1cn(-c2ccccc2)nc1C(=O)c1ccccc1,-4,15,6,-1[20 µM],7,3,-8,-9,-15
COC(=O)Cc1[nH]nc2c1C(c1ccc(O)c(OC)c1)C(C#N)=C(N)O2 (stereo unspecified),6,6&6,-5,-25,14,-2,-9,-1,-15
Cc1csc(SC(C)C(=O)NCC2CCCCC2)n1 (stereo unspecified),-5,4,0,-11,-4,3,11,-3,1
Cc1ccc(CCNC(=O)CC2Oc3ccc(C)cc3NC2=O)cc1 (stereo unspecified),-3,4,2,-20,9,0,-2,-3,-10
CN(CCOC(=O)c1cccc(Br)c1)C(C)(C)C,6,nt,0,-21[20 µM],-3,-4,-5,2,-5
Cc1cc(C(=O)Oc2ccccc2C(=O)O)c(C)o1,7,10,1,-16,35,-4,3,8,-7
O=C(c1cncc(Br)c1)N1CCN(c2ccc([N+](=O)[O-])cc2)CC1,-3,8,7,4,14,3,28,-6,0
CCC(=O)N=c1sc2cc(F)cc(F)c2n1C,-1,16,5,-11,nt,2,-2,-10,nt
COc1ccccc1N1CCN(CC(=O)Nc2ccc3c(c2)OCCO3)CC1,-2,6,6,-18,26,5,-6,-1,-7
CC(O)CNc1nc2ccccc2n1CC(=O)NCC(F)(F)F (stereo unspecified),4,3,5,-31,14,1,2,-2,0
O=C(COC(=O)C1CCN(S(=O)(=O)c2ccc3c(c2)OCCO3)CC1)Nc1cccc2ccccc12,4,8,-1,-7,-1,-3,5,-10,-14
CC(C)(C)C(=O)Nc1sc2c(c1C#N)CCCCC2,2,26,0,-26[20 µM],18,-1,3,3,-13
Cc1ccc(CNC(=S)Nc2ccc(OC(F)F)cc2C)cc1,-1,8,2,2,5,-3,8,-4,3
CC(=O)Nc1ccc(S(=O)(=O)Oc2ccc(/C=C3\SC(N)=NC3=O)cc2)cc1,-1,3,2,-20,25,-2,-21,-19,-62
COc1ccc2c(-c3ccccc3)cc(=O)[nH]c2c1,0,6,3,-12[20 µM],-8,-4,-17,2,-21
O=C(C1CCCO1)N(c1ccc(F)cc1)C1C=CS(=O)(=O)C1 (stereo unspecified),-7,5,-1,-18,1,5,5,-11,6
CCN1CCN(c2ncc(C(=O)Nc3cc(Cl)ccc3OC)c3ccccc23)CC1,-4,nt,7,-11,22,5,-15,-4,-15
O=S(=O)([N-]c1nc2ccccc2nc1-n1cc[n+](Cc2ccccc2)c1)c1ccc(Cl)cc1,-8,4,3,-3,9,5,-6,-8,-16
N#Cc1c(-c2ccccc2)cc(-c2ccccc2)nc1Br,6,7,8,-11,18,-2,37,4,-11
COc1ccccc1NC(=O)CCC(=O)Nc1nnc(C(F)(F)F)s1,6,5,3,-12,13,2,-6,3,-19
COC(=O)c1ccc(/C=N/NC(=S)NCCN2CCOCC2)cc1,3,13,-1,-6,7,-4,-40,-9,-4
Cc1nc(N2CCc3ccccc3C2)[nH]c(=O)c1CCC(C)C,4,9,0,-14[20 µM],6,0,-10,3,-3
CN1CCN(c2cc(N3CCc4ccccc4C3)c(F)cc2[N+](=O)[O-])CC1,-2,13,4,-17,0,-2,16,2,-4
Cc1cc(C(=O)OC2CCOC2=O)c2ccccc2n1 (stereo unspecified),-3,13,9,-3[20 µM],1,4,5,-3,-8
Cn1nc(-c2ccc(C(=O)N3CCN(c4ccccc4)CC3)cc2)c2ccccc2c1=O,1,nt,4,-10[20 µM],nt,6,0,1,nt
CC(=O)Nc1c(O)nc(SCC(=O)Nc2sc3c(c2C#N)CCCCCC3)[nH]c1=O,3,10,4,-11[20 µM],-14,1,-8,-2,4
COc1ccccc1C1CCCN1Cc1nc(-c2cc3c(cc2Cl)OCO3)oc1C (stereo unspecified),-9,0,5,2,-4,6,11,-6,-28
Cc1ccccc1NC(=O)Cn1nc(-c2ccccc2)nc1-c1ccccc1,4,15,-2,-21[20 µM],-14,0,-2,-5,0
O=C(NCCO)NC(=S)c1ccccc1,-2,15,-2,-9[20 µM],25,-2,-6,-3,-1
N#Cc1c(Nc2ccccc2C(F)(F)F)s[nH]c1=O,5,16,-2,-14,-4,-1,-12,-6,-12
COc1ccc(/C=N/NC(=O)CC(=O)NCCc2ccccc2)cc1OC,3,13,2,-14[20 µM],16,-2,-9,1,-3
CCCCSCCCNC(=O)CS(=O)Cc1nc(-c2cccc(C)c2)oc1C (stereo unspecified),-5,7,-1,-31[20 µM],32,1,-4,-4,-21
CCC1=C/C(=C/N(C)c2ccccc2)C(=O)S1,6,10,0,-17,2,0,-7,0,-16
COc1ccc(C(C)=O)cc1CSc1nncn1-c1ccccc1,3,6,6,-18,-4,3,-6,-9,-9
O=c1c2c(nc3nc(NCc4ccccc4Cl)[nH]n13)CCC2,4,1,-2,-14,-7,-4,0,1,-5
CCOC(=O)Cn1cc(-c2ccccc2)nn1,4,12,2,-15,5,-5,5,3,3
O=[N+]([O-])c1ccccc1S(=O)(=O)NCc1ccc(F)cc1,2,11,5,-22,12,1,-2,-7,-16
CC(CCc1ccccc1)NC(=O)C1CCCN(c2nnc(-n3cccc3)s2)C1 (stereo unspecified),-6,11,4,-12,nt,3,0,1,-5
CCCCN(Cc1ccco1)C(=O)Cn1ncc2c(=O)oc3ccc(C)cc3c21,2,13,1,-21,4,-3,-4,3,-16
Cc1ccc(NC(=O)N(Cc2cccs2)Cc2cc3cc4c(cc3[nH]c2=O)OCO4)cc1,-5,6,3,-30,10,0,-15,-9,-13
Cc1ncc(CO)c(/C=N/NC(=S)Nc2cccc(Cl)c2)c1O,3,12,2,-6,8,-1,-5,-5,-9
C#CCOC(=O)c1ccccc1C(=O)O,-5,11,-1,-17[20 µM],15,-4,-8,-2,4
C=CCn1c(SC)nc2sc3c(c2c1=O)CCc1ccccc1-3,3,12,4,-1,-4,-4,24,-8,-24
CN(C)S(=O)(=O)c1cc(NC(=O)c2cc(=O)[nH]c3ccccc23)ccc1Cl,4,8,5,-22,11,1,-9,-1,-10
O=C(NC1CCCCC1)c1ccc(CNc2ccccc2)o1,4,14,4,-19,-6,0,7,-1,-29
CCCCN(CC)S(=O)(=O)c1ccc(C(=O)Nc2nnc(CSC)o2)cc1,6,14,42*,-8,18,-1,21,-6,-4
S=c1[nH]nc(Nc2ccccc2)s1,2,18&6,3,-18,2,-1,-5,-11,6
c1nc2nc3c(c(N4CCOCC4)n2n1)CCCC3,7,13,1,-20,-13,-3,-6,-3,-8

# Some of the entries so far, with values under each structure.
# Below each SMILES – p97 ATPase inh, PGE2 EP2 inh, BaF3 tox, Furin inhibitor, PPC-1+TRAIL kill, Ba/F3 V617F tox, Tb hexokinase, RBBP9 inh, p47phox inh
- O=c1c2c(nc3nc(NCc4ccccc4Cl)[nH]n13)CCC2
    4, 1, -2, -14, -7, -4, 0, 1, -5
- CCOC(=O)Cn1cc(-c2ccccc2)nn1
    4, 12, 2, -15, 5, -5, 5, 3, 3
- O=[N+]([O-])c1ccccc1S(=O)(=O)NCc1ccc(F)cc1
    2, 11, 5, -22, 12, 1, -2, -7, -16
- CC(CCc1ccccc1)NC(=O)C1CCCN(c2nnc(-n3cccc3)s2)C1 (stereo unspecified)
    -6, 11, 4, -12, nt, 3, 0, 1, -5
- CCCCN(Cc1ccco1)C(=O)Cn1ncc2c(=O)oc3ccc(C)cc3c21
    2, 13, 1, -21, 4, -3, -4, 3, -16
- Cc1ccc(NC(=O)N(Cc2cccs2)Cc2cc3cc4c(cc3[nH]c2=O)OCO4)cc1
    -5, 6, 3, -30, 10, 0, -15, -9, -13
- Cc1ncc(CO)c(/C=N/NC(=S)Nc2cccc(Cl)c2)c1O
    3, 12, 2, -6, 8, -1, -5, -5, -9
- C#CCOC(=O)c1ccccc1C(=O)O
    -5, 11, -1, -17[20 µM], 15, -4, -8, -2, 4
- C=CCn1c(SC)nc2sc3c(c2c1=O)CCc1ccccc1-3
    3, 12, 4, -1, -4, -4, 24, -8, -24
- CN(C)S(=O)(=O)c1cc(NC(=O)c2cc(=O)[nH]c3ccccc23)ccc1Cl
    4, 8, 5, -22, 11, 1, -9, -1, -10
- O=C(NC1CCCCC1)c1ccc(CNc2ccccc2)o1
    4, 14, 4, -19, -6, 0, 7, -1, -29
- CCCCN(CC)S(=O)(=O)c1ccc(C(=O)Nc2nnc(CSC)o2)cc1
    6, 14, 42*, -8, 18, -1, 21, -6, -4
- S=c1[nH]nc(Nc2ccccc2)s1
    2, 18&6, 3, -18, 2, -1, -5, -11, 6
- c1nc2nc3c(c(N4CCOCC4)n2n1)CCCC3
    7, 13, 1, -20, -13, -3, -6, -3, -8

# (continued)
SMILES,p97 ATPase inh,PGE2 EP2 inh,BaF3 tox,Furin inhibitor,PPC-1+TRAIL kill,Ba/F3 V617F tox,Tb hexokinase,RBBP9 inh,p47phox inh
Oc1cccc(/C=N/N2CCN(c3ccccn3)CC2)c1,6,8,-2,-18,-13,-2,-4,-4,-5
COc1ccc2c(COC(=O)CC3Sc4ccccc4NC3=O)cc(=O)oc2c1 (stereo unspecified),1,7,3,-10,12,-6,-4,-7,-68
Cc1cccc(-n2ncc3c(NCc4cccs4)ncnc32)c1,7,7,4,-17[20 µM],7,-2,-2,-1,-14
CCCCCCC(=O)N(O)C1CC(=O)N(c2ccccc2)C1=O (stereo unspecified),-1,10,5,-24,9,0,-3,-1,-3
Cc1cccc(Nc2ncnc3nc[nH]c23)c1C,2,11,3,-16,nt,0,-3,-1,0
O=C(SCC(O)C(O)CS)c1cccs1 (stereo unspecified),nt,12,nt,-9,-6,nt,0,nt,-2
COc1cc(/C=N/NC(=O)c2cccnc2)ccc1OCC(=O)Nc1c(C)cc(C)cc1C,-1,7,2,-6,11,-3,6,-6,7
Cc1onc(-c2c(Cl)cccc2Cl)c1/C(N)=N/OC(=O)C(C)(C)C,0,13,-1,-10,12,-1,-7,0,-12
O=C(NCc1ccc2c(c1)OCO2)C(=O)Nc1ccccc1,-2,8,8,-27,-2,2,-4,-9,-6
COc1ccc(OC)c(C2C(C(C)=O)=C(O)C(=O)N2c2ccc(F)cc2)c1 (stereo unspecified),0,18,2,-12,8,1,-25,-10,-9
O=C(CCCn1c(=O)[nH]c2cc(Cl)ccc2c1=O)N1CCN(c2ccc([N+](=O)[O-])cc2)CC1,3,19,1,-17[20 µM],18,-3,-1,-1,1
Cc1ccccc1Cn1nc(C)c(NC(=O)/C=C/c2cnn(C)c2)c1C,8,14,0,-24,20,-7,-1,6,6
CC(=O)Nc1ccc(NC(=O)Cn2cc3c(n2)CCCC3)cc1,7,11,3,-19,-5[5 µM],-3,0,0,-6
